DNMT1 block – human DNMT1 methyltransferase inhibitors, primary screen, biochemical, molecular beacon, fluorescence, HinP1I cleavage, uHTS. inhibition (reported as % activation of signal), % at 10 µM. hit rate 0.83% among 360,000; in the data active means inhibition above about 50%
SUMO1-SIM PPI – modulators of SUMO1 protein-protein interactions, primary screen, biochemical, uHTS; Small ubiquitin-related modifier 1 (Homo sapiens), P63165; SUMO1 binding to a labelled peptide, TR-FRET, 1 h; inhibition, % at 20 µM; hit rate 0.33% among 360,000; AID 602429, 2012; in the data active means inhibition above about 37%
Target sequence (P63165 whole entry, looked up): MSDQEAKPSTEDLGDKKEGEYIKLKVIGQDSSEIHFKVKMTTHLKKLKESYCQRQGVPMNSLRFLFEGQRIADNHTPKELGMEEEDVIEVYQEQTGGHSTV
Scp1 inh – Scp-1 phosphatase inhibitors, primary screen, biochemical, colorimetric, uHTS | Carboxy-terminal domain RNA polymerase II polypeptide A small phosphatase 1 (Homo … | Recombinant Scp1, phosphopeptide, malachite green phosphate absorbance | inhibition, % at 20 µM | hit rate 0.88% among 340,000 | AID 493091, 2011;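 active means inhibition above about 50% at 20 µM, limit read from the data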;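 further: plate controls were DMSO wells with enzyme for no effect and wells lacking enzyme for full effect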
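Test system: SCP-1 phosphatase catalytic domain, residues 76-261 | Compound dosing: One concentration, 20 µM, with 1.0% DMSO | Schedule: 45 min room-temperature reaction, 5 min colour, 30 min stabiliser | Detection: Absorbance at 630 nm | Read-out basis: % inhibition of SCP-1 phosphate liberation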
CSN inh – inhibitors of CSN-mediated cullin deneddylation, primary screen, biochemical, fluorescence polarization, uHTS. COP9 signalosome complex subunit 5 (Homo sapiens), Q92905. Purified CSN, SCF-Nedd8-OG deneddylation. inhibition, % at 12.5 µM. hit rate 0.38% among 360,000. AID 651999, 2013;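 active means pattern-corrected inhibition above about 35%, with an unprinted fluorescence ratio check between 0.5 and 1.5, limit read from the data, passing the limit was not always enough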;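 further: 0% = enzyme with substrate and 100% = substrate without enzyme; some results filed as inactive read as strong as hits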
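Assay system: purified human Csn5 enzyme expressed in HEK293T cells; measure: % inhibition; also added: SCFSkp2-Nedd8OG substrate at 10 nM final; technique: fluorescence polarization; times: reaction 90 min, room temperature; medium: Tris buffer pH 7.5, NaCl, DTT, Tween-20, trehalose, ovalbumin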
Rpn11 inh – Rpn11 (PSMD14) deubiquitinase inhibitors, primary screen, biochemical, fluorescence polarization, uHTS; 26S proteasome non-ATPase regulatory subunit 14 (Homo sapiens), O00487; human 26S proteasome, Ub4-pepOG fluorescence polarization; 20S core pre-blocked with epoxomicin; calls only at 20 µM; hit rate 0.59% among 360,000; AID 588493, 2011;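 active means inhibition at 20 µM, scaled to each plate's controls, above about 33%, limit read from the data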
Target sequence (O00487 whole entry, looked up): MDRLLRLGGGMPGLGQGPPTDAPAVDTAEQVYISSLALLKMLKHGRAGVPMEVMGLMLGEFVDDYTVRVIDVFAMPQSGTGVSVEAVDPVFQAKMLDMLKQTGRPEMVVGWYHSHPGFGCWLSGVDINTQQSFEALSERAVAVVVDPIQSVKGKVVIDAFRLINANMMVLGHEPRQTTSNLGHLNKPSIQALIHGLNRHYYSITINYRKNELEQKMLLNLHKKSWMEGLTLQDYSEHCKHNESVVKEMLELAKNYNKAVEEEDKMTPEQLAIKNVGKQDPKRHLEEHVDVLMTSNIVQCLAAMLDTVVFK
NadD block – inhibitors of S. aureus NadD, primary screen, biochemical, colorimetric, uHTS | inhibition, % at 20 µM | purified NadD enzyme, colorimetric absorbance read-out | hit rate 0.78% among 360,000; in the data active means inhibition above about 26%; further: some compounds past the cut are filed as inactive
LMPTP inh – LMPTP phosphatase inhibitors, primary screen, biochemical, fluorescence intensity, uHTS; Low molecular weight phosphotyrosine protein phosphatase (Homo sapiens), P24666; recombinant LMPTP-A, OMFP fluorogenic substrate; inhibition, % at 20 µM; hit rate 0.22% among 360,000;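 active means compounds that cut the enzyme signal by at least half of the control window in the single-dose screen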;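 further: plate controls were DMSO wells with enzyme plus substrate for no effect and substrate without enzyme for full effect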
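test system = LMPTP-A | amount = 0.625 nM LMPTP-A final | reagent = fluorogenic phosphatase substrate OMFP at 400 µM final | incubation = 50 min at room temperature | benchmarks = no-enzyme low control, uninhibited high control | medium = Bis-Tris pH 6.0, DTT, detergent | signal = fluorescence intensity of OMFP turnover product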
STEP inh – STEP phosphatase inhibitors, primary screen, biochemical, fluorescence intensity, uHTS. hit rate 0.25% among 360,000. recombinant STEP, OMFP fluorogenic substrate. AID 588621, 2011. Tyrosine-protein phosphatase non-receptor type 5 (Homo sapiens), P54829. inhibition, % at 20 µM;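 active means inhibition at 20 µM, scaled per plate between control wells, above about 37%, limit read from the data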;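 further: 0% = DMSO with enzyme and substrate and 100% = substrate only without enzyme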
Target sequence (P54829 whole entry, looked up): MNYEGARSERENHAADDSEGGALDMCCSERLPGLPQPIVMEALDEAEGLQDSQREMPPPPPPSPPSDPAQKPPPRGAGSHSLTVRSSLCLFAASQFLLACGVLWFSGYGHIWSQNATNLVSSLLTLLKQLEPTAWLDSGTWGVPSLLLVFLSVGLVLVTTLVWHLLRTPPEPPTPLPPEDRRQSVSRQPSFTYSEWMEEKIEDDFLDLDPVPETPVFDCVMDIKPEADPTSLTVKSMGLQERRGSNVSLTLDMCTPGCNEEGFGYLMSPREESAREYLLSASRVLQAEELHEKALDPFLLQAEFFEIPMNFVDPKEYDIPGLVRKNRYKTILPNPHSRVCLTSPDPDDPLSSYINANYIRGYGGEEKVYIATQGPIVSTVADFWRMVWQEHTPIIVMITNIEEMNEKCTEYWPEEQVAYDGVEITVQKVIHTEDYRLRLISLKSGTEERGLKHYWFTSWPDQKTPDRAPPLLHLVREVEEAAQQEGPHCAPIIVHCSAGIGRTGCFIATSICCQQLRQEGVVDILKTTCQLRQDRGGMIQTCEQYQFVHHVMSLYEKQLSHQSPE
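medium = Bis-Tris buffer pH 6.0, 2.5 mM DTT, 0.005% Tween 20 | test system = STEP (striatal-enriched tyrosine phosphatase) enzyme, cell-free | measure = normalized % inhibition | compound dosing = 20 µM, 1% DMSO | also added = 25 µM OMFP | schedule = reaction 20 min, ambient temperature | measured by = fluorescence read at 480 nm ex / 540 nm em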
TbMetRS inhib – T. brucei MetRS inhibitors, primary screen, biochemical, luminescence; methionyl-tRNA synthetase (Trypanosoma brucei brucei); purified T. brucei MetRS, ATP depletion, Kinase-Glo luminescence; inhibition, % at 11.9 µM; hit rate 0.4% among 360,000; AID 624268, 2012;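 active means inhibition above a per-plate cutoff of the control wells' mean inhibition plus 3 SD, cut at about 5.5% in these data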;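 further: 0% = DMSO wells median and 100% = median of wells with control inhibitor compound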
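Test system: purified T. brucei MetRS enzyme. Also added: ATP, methionine and E. coli bulk tRNA substrates. Compound: 11.9 µM single point. Schedule: 15 min enzyme-compound preincubation, 2 h reaction, 10 min detection, 25 °C. Signal: luciferase luminescence of residual ATP, Kinase-Glo. Evaluation: percent inhibition versus plate control medians. Controls: DMSO wells, low control.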
MsrA inhibitor – bovine MsrA enzyme inhibitors, primary screen, biochemical, absorbance, HTS; Methionine sulfoxide reductase A (Bos taurus); hit rate 0.75% among 360,000; purified bovine MsrA, absorbance read-out; inhibition, % at 15.5 µM; in the data active means inhibition above about 4.5%;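 further: 0% = vehicle wells with enzyme and 100% = reference inhibitor wells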
* = called active by the depositor; i = inactive; nt = not tested or not shown; + = active, no number. Compounds were not picked by outcome; any-hit rate near 3.9%.

SMILES	DNMT1 block	SUMO1-SIM PPI	Scp1 inh	CSN inh	Rpn11 inh	NadD block	LMPTP inh	STEP inh	TbMetRS inhib	MsrA inhibitor
COc1ccc(/C=C2\SC(=S)N(CCCC(=O)Nc3ccc(C(=O)O)cc3)C2=O)cc1OC	1	-27	28	8	+	2	5.4	2	-0.6	1.1
CC(=O)Nc1ccc(S(=O)(=O)N2CCC(N3CCCCC3)CC2)cc1	6	-3	4	2	i	1	-0.9	-1	-0.8	-1.4
C[C@H](CO)N1C[C@H](C)[C@@H](CN(C)CC2CCCCC2)Oc2ccc(NC(=O)CCN3CCOCC3)cc2C1=O	6	0	0	-4	i	-8	-1.6	-1	-0.3	-0.1
O=C(NCc1cccc(Cl)c1)c1ccc(-n2cncn2)c2ccoc12	0	6	nt	-3	i	3	-0.7	0	0.0	1.3
Cn1c(SCc2ccccc2Cl)nc2ccccc21	-1	-1	-2	0	i	-1	0.5	2	-0.1	1.1
O=C(NC(=S)Nc1cccc(F)c1)c1cccc([N+](=O)[O-])c1	-1	-25	-11	0	i	-5	2.4	2	0.5	1.4
Cc1nc(Cl)c(S(N)(=O)=O)c(C)c1Cl	1	1	-2	-12	i	5	-2.3	-3	-1.1	0.5
COc1cc2c(cc1OC)C(C1C(=O)CCCC1=O)N(C(=O)CCl)CC2 (centres undefined)	-2	-1	-5	-2	i	1	-1.0	-1	-0.8	-0.1
O=C(O)c1ccccc1-c1ccccc1C(=O)Nc1ccccc1	4	0	-3	-5	i	7	-1.6	0	-1.2	0.9
CCCc1cc(=O)[nH]c(SC(CC)C(=O)Nc2ccccc2C#N)n1 (centres undefined)	-1	4	4	-4	i	6	-0.4	2	-0.6	-0.2
COc1ccc(C(CCN2CCCCC2)c2c(OC)cc(OC)c3c(-c4ccccc4)cc(=O)oc23)cc1 (centres undefined)	0	-32	9	0	i	14	0.8	0	-0.4	-0.3
COc1ccc(S(=O)(=O)N2CCOCC2)cc1NC(=O)c1cccc2c(=O)c(C)c(-c3ccccc3)oc12	-13	-8	-13	-2	i	15	3.0	5	-0.1	0.0
Cc1ccc(C)c(N2N=C(C(=O)Nc3nccs3)CCC2=O)c1	0	6	-5	-2	i	0	-1.2	2	-0.1	0.5
COc1ccc(S(=O)(=O)N2CCC(C(=O)NC3CC3)CC2)cc1OC	2	-1	-5	-5	i	-1	-1.0	-1	0.1	0.8
CN(CCOc1ccc(Cl)cc1)C(=O)C1=CC=CN2CCS(=O)(=O)N=C12	2	5	-4	-1	i	2	-1.5	-3	0.0	0.4
CC(NC(=O)CCc1ccc(S(=O)(=O)NC2CCCCC2)cc1)c1ccccc1 (centres undefined)	-2	1	-2	3	i	-7	-1.0	5	-1.8	-0.2
Cc1ccc2ncccc2c1	3	0	-6	-2	i	6	-0.8	0	-0.5	0.5
CN(C)C=Nc1ccc2nc3c(cc2c1)[nH]c1ccccc13	-5	-131	-7	-1	i	3	2.6	0	0.3	2.9
Cn1c(=O)c(C(=O)CSc2ccccc2)c(N)n(Cc2ccccc2)c1=O	12	-5	8	6	i	-3	1.1	-2	-1.4	0.0
CCOC(=O)Nc1c(C)n(C)n(-c2ccccc2)c1=O	4	0	-4	2	i	-7	-2.5	-1	0.3	-0.6
CCOC(=O)N1CCN(C(=O)C2CCN(S(=O)(=O)c3c(C)cc(C)cc3C)CC2)CC1	-2	0	3	3	i	1	-0.3	0	-1.1	-0.5
COCCCNC(=O)C(=O)NCCCOC(C)C	2	1	-8	2	i	0	-0.8	0	0.3	0.3
COc1ccc(C(CNC(=O)Cc2cc(OC)c(OC)c(OC)c2)N2CCCC2)cc1 (centres undefined)	1	10	-5	2	i	2	2.7	5	0.0	0.3
Cc1ccc(C(=O)NCCOc2cccc(C)c2)cc1	0	1	3	5	i	2	-0.9	0	-1.1	-0.2
CC(=O)N(c1ccc(C(F)(F)F)cc1)S(=O)(=O)c1ccc(N2C(=O)CCC2=O)cc1	0	7	-7	3	i	-1	-0.6	3	0.1	-0.7

4 entries from above, with values under each structure:
Second line of a record – DNMT1 block | SUMO1-SIM PPI | Scp1 inh | CSN inh | Rpn11 inh | NadD block | LMPTP inh | STEP inh | TbMetRS inhib | MsrA inhibitor
CN(C)C=Nc1ccc2nc3c(cc2c1)[nH]c1ccccc13
 : -5 | -131 | -7 | -1 | i | 3 | 2.6 | 0 | 0.3 | 2.9
COc1ccc(C(CCN2CCCCC2)c2c(OC)cc(OC)c3c(-c4ccccc4)cc(=O)oc23)cc1 (centres undefined)
 : 0 | -32 | 9 | 0 | i | 14 | 0.8 | 0 | -0.4 | -0.3
CC(=O)Nc1ccc(S(=O)(=O)N2CCC(N3CCCCC3)CC2)cc1
 : 6 | -3 | 4 | 2 | i | 1 | -0.9 | -1 | -0.8 | -1.4
COc1ccc(C(CNC(=O)Cc2cc(OC)c(OC)c(OC)c2)N2CCCC2)cc1 (centres undefined)
 : 1 | 10 | -5 | 2 | i | 2 | 2.7 | 5 | 0.0 | 0.3

(cont.)
SMILES	DNMT1 block	SUMO1-SIM PPI	Scp1 inh	CSN inh	Rpn11 inh	NadD block	LMPTP inh	STEP inh	TbMetRS inhib	MsrA inhibitor
Cc1cc2cc(C(c3nnnn3Cc3ccco3)N3CCCCC3)c(=O)[nH]c2cc1C (centres undefined)	0	6	-3	13	i	4	-0.4	2	0.3	1.4
Cc1nnc(SCc2ccc(C(=O)c3ccc(Cl)cc3)o2)n1-c1ccccc1	-6	-9	7	6	i	3	1.6	-7	-0.6	0.6
Cc1ccc(-n2ncc(C#N)c2/N=C/N(C)C)cc1	3	-1	-5	0	i	-4	-1.5	-3	-1.6	1.4
COc1ccc(C2=Nc3ccccc3N(C(=O)c3ccncc3)C2C(=O)NC(C)(C)C)cc1 (centres undefined)	nt	-19	nt	3	nt	nt	-0.1	nt	0.0	2.4
CCCCN1C=C(C(=O)OC)C(c2ccccc2Cl)C(C(=O)OC)=C1	1	46*	-10	-1	i	-6	0.0	1	-0.3	1.0
CCOC(=O)C1C(C)N=C2SCC(=O)N2C1c1cccc(Br)c1 (centres undefined)	-5	5	3	3	i	18	0.1	6	0.2	2.2
COc1ccccc1C(=O)NC(=O)COC(=O)c1cnc(C)cn1	2	3	5	5	i	4	-0.7	0	-0.8	0.1
O=C(NN1C(=O)c2ccccc2C1=O)c1ccccc1[N+](=O)[O-]	1	-7	-6	1	i	-4	-0.5	0	-0.2	-0.7
Cc1ccc(NC(=O)N2CCc3ccccc3C2)c(C)c1	0	7	-2	-2	i	-2	1.7	0	-0.3	0.7
COc1ccc(N2CCN(C(CNC(=O)c3ccco3)c3ccco3)CC2)cc1 (centres undefined)	3	5	2	-5	i	-1	-0.3	1	-0.3	-0.1
COc1ccc(N2CCN(C(c3cccs3)C(C)NC(=O)C(=O)N3CCCCC3)CC2)cc1 (centres undefined)	0	-1	-5	0	i	7	0.4	29	0.3	1.9
Cc1nc(CC(C)C)cc(C(=O)N2CCCC(CNS(=O)(=O)c3cccs3)C2)n1 (centres undefined)	5	-4	5	0	i	3	-0.2	2	-1.2	1.9
CC(=O)COc1ccccc1OC(=O)c1ccco1	5	-1	-7	2	i	7	-0.3	0	-0.2	-1.3
COc1ccccc1C(=O)NCc1ccncc1	-1	3	6	-2	i	-7	-2.1	-5	-0.1	0.9
Cc1ccc2cccc(OCc3ccc(F)cc3)c2n1	-1	-1	4	4	i	-4	0.7	1	-1.0	1.8
O=C(CCCC(=O)NN=Cc1ccccc1Cl)NN=Cc1ccccc1Cl	-6	-12	-8	-4	i	5	1.5	2	-0.2	-0.8
Cn1nccc1-c1ccc(C(=O)NCc2ccc(Cl)cc2)c2occc12	3	6	nt	-4	i	2	2.4	0	0.5	nt
COc1cc(C2C(C(C)=O)=C(O)C(=O)N2CCN2CCOCC2)ccc1O (centres undefined)	0	-6	1	-3	i	0	-1.9	-8	-1.1	0.8
CCCCN(C)C(=O)Cn1nc(-c2ccc(Cl)cc2)ccc1=O	-5	-16	-2	-1	i	-6	-1.6	0	0.7	-0.1
COc1ccc([C@H]2C[C@H](n3cc(-c4ccc(F)cc4)nn3)[C@@H](O)CN2Cc2cccs2)cc1	4	-3	nt	-4	i	7	-0.2	0	-1.3	0.0
CCOC(=O)/C(C#N)=C/Nc1ccsc1C(=O)OC	3	-3	1	-4	i	-1	-0.3	1	0.2	4.1
O=C(NC1CCCC1)C(c1cccs1)N(C(=O)c1ccco1)c1ccc2c(c1)OCCO2 (centres undefined)	0	-1	-4	-1	i	-3	0.5	1	0.5	-0.9
COc1cc(OC)c2c(=O)c(OC)c(-c3ccc(OC)c(OC)c3)oc2c1	-4	-3	7	-4	i	1	1.6	0	-1.5	nt
COc1ccccc1NC(=O)CSc1nn2c(=O)c(C)nnc2s1	0	-2	4	-1	i	0	-1.5	0	0.0	1.9
O=C(Cc1ccc(Cl)cc1)NCCS(=O)(=O)N1CCN(c2ccccc2F)CC1	3	0	-4	1	i	-5	2.8	-1	-0.1	-1.7
COc1cc(OC)c(OC)cc1CNC(=O)c1cccc(S(=O)(=O)N2CCc3ccccc3C2)c1	-3	-4	1	-6	i	-4	2.0	1	-0.3	0.5
FC(F)(F)c1ccc(-c2noc(CN3CCCN(C4CCCCC4)CC3)n2)cc1	-2	-3	-2	6	i	1	-5.2	0	-0.5	0.0
COc1ccc(C2CC(=O)c3cnc(NC(=O)c4ccccc4)nc3C2)cc1OC (centres undefined)	1	-9	38	0	i	8	0.7	1	0.1	0.7
Cc1ccc(-c2csc(N(CC3CCCO3)C(=O)c3ccco3)n2)cc1 (centres undefined)	-2	4	-3	1	i	-6	2.8	1	-1.0	0.9

Compound activity deposited in PubChem BioAssay by several laboratories.
